High-throughput results as filed in PubChem BioAssay.
Tb PYK inh = qHTS of Trypanosoma Brucei Inhibitors. pyruvate kinase (Trypanosoma brucei), Q57TT1. TbPYK enzyme, Kinase-Glo Plus ATP luminescence, 45 min. Potency, µM (highest dose often 76.8 µM), without a hit: at the highest dose activity, negative = inhibition, hits mostly inhibitors. 0.12% of 410,000 active. AID 624173, 2012; note: nearly all actives have a fitted effect of over 50% in size
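Readout: single end-point luminescence (Kinase-Glo Plus, 10 min). Reaction conditions were TbPYK/substrate plus 130 uM ADP, 45 min at RT, pH 7.2 TEA buffer. No-enzyme wells served as controls, and data were normalized before concentration-response fitting.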
Sm TGR block = qHTS Assay for the Inhibitors of Schistosoma Mansoni Peroxiredoxins. Schistosoma mansoni thioredoxin glutathione reductase (TGR), Q962Y6. Potency, µM (top dose mostly 114 µM), for the others: at the highest dose activity change, negative = inhibition, hits mostly inhibitors. purified TGR, DTNB reduction, TNB absorbance 405 nm. AID 485364, 2010. 3% of 360,000 active; note: nearly all actives have a fitted effect of over 60% in size
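Kinetic colorimetric format: TGR-catalysed, NADPH-driven DTNB reduction monitored via TNB absorbance. Enzyme dispensed at 20 nM; compound exposure 15 min at room temperature before reaction start.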
The depositor's hits bear a star; [ ] = another dose, or the depositor's remark. Calls come from the whole dose curve; as a rule, active = well fitted curve in the direction sought with a large enough effect; inconclusive = small, poorly fitted or top-dose-only effect, or another doubt; inactive = no such curve, though single readings can be large; an effect the other way counts as inactive or inconclusive. % is set by controls: 0 for no effect and ±100 for the full control effect; potency is the fitted concentration of half-maximal effect. Not all compounds are listed; the hit share may differ from the screen's.

COc1ccc(C)cc1NC(=O)C1CCN(S(=O)(=O)c2ccc3[nH]c4c(c3c2)CCCCC4)CC1 was read as Tb PYK inh -8%[15.4 µM] and Sm TGR block 0%.
For O=C(NCCc1ccc(Cl)cc1)c1cc(-c2ccc(Cl)cc2)n[nH]1 the results were Tb PYK inh -12% and Sm TGR block 0%.
`O=S(=O)(NCC(c1ccco1)N1CCN(c2ccc(F)cc2)CC1)c1cc(F)ccc1F` (stereo unspecified) gave Tb PYK inh 2% and Sm TGR block -1%.
Screening O=C(NC1CCCC1)c1c[nH]c2ccc(S(=O)(=O)Nc3cccc(C(F)(F)F)c3)cc2c1=O returned Tb PYK inh 5% and Sm TGR block 0%.
Screening CCc1cccc(C)c1NC(=O)Nc1csc2c1CCCC2 returned Tb PYK inh -1% and Sm TGR block 9%.
COc1ccc(C)cc1NC(=O)Cn1c(=O)cc(C)c2c(C)nn(C)c21 was read as Tb PYK inh -3% and Sm TGR block 4%.
COc1ccc(NC(=O)Cn2cc(S(=O)(=O)c3ccccc3)c(=O)c3cc(C)ccc32)cc1Cl was read as Tb PYK inh 4% and Sm TGR block 2%.
`Cc1ccc(C(=O)CC2(O)C(=O)N(CCc3ccccc3)c3ccc(Cl)cc32)cc1` (stereo unspecified) gave Tb PYK inh 0% and Sm TGR block -15%.
O=C(CN1C(=O)COc2ccc(S(=O)(=O)N3CCOCC3)cc21)N1CCN(c2ccccc2F)CC1 was read as Tb PYK inh -13% and Sm TGR block -1%.
For COc1ccc(NC(=O)C2=C(C)Nc3c(C(=O)Nc4ccc(C)cc4)cnn3C2c2cccc(Cl)c2)cc1 (stereo unspecified) the results were Tb PYK inh 0% and Sm TGR block 2%.
COc1cccc(C(=O)COC(=O)c2cc(-c3cccs3)nc3ccccc23)c1 was read as Tb PYK inh 1% and Sm TGR block 2%.
For Cc1ccc(OCc2ccc(-c3nc(C#N)c(N4CCC(C)CC4)o3)o2)cc1 the results were Tb PYK inh 0% and Sm TGR block 1%.

Next section, overlapping the part above by six compounds.
COc1ccc(NC(=O)Cn2cc(S(=O)(=O)c3ccccc3)c(=O)c3cc(C)ccc32)cc1Cl was read as Tb PYK inh 4% and Sm TGR block 2%.
`Cc1ccc(C(=O)CC2(O)C(=O)N(CCc3ccccc3)c3ccc(Cl)cc32)cc1` (stereo unspecified) gave Tb PYK inh 0% and Sm TGR block -15%.
O=C(CN1C(=O)COc2ccc(S(=O)(=O)N3CCOCC3)cc21)N1CCN(c2ccccc2F)CC1 was read as Tb PYK inh -13% and Sm TGR block -1%.
For COc1ccc(NC(=O)C2=C(C)Nc3c(C(=O)Nc4ccc(C)cc4)cnn3C2c2cccc(Cl)c2)cc1 (stereo unspecified) the results were Tb PYK inh 0% and Sm TGR block 2%.
COc1cccc(C(=O)COC(=O)c2cc(-c3cccs3)nc3ccccc23)c1 was read as Tb PYK inh 1% and Sm TGR block 2%.
For Cc1ccc(OCc2ccc(-c3nc(C#N)c(N4CCC(C)CC4)o3)o2)cc1 the results were Tb PYK inh 0% and Sm TGR block 1%.
`CCOC(=O)N1CCc2c(sc3c2c(=O)n(-c2ccc(CC)cc2)c(=O)n3Cc2cc(C)ccc2C)C1` gave Tb PYK inh 1% and Sm TGR block inconclusive.
CCSc1nc2n(n1)C(c1ccc(Cl)cc1Cl)C(C(=O)Nc1ccccc1C)=C(C)N2 (stereo unspecified) was read as Tb PYK inh -6% and Sm TGR block 0%.
`COc1ccccc1Cn1cc(C(=O)c2ccccc2)c(=O)c2cc(OC)c(OC)cc21` gave Tb PYK inh 1% and Sm TGR block 9%.
Screening COc1ccc(NC(=O)CCN2CCN(c3cccc(Cl)c3)CC2)cc1 returned Tb PYK inh -4% and Sm TGR block -1%.
Cn1c(=O)oc2cc(S(=O)(=O)N3CCCC(C(=O)NCc4ccccc4Cl)C3)ccc21 (stereo unspecified) was read as Tb PYK inh -1% and Sm TGR block 1%.
`CC(=O)c1ccc(NC(=O)CSc2nc(-c3ccc(C)cc3)nc3c2c(=O)n(C)c(=O)n3C)cc1` gave Tb PYK inh -6% and Sm TGR block -1%.
For Cc1ccc(-n2nc3c(=O)n(C(C)C(=O)NCc4ccc(OC(C)C)cc4)nc(C)c3c2C)cc1 (stereo unspecified) the results were Tb PYK inh 2% and Sm TGR block -14%.
CCOCCCNc1nc2ccccc2n2c(CC)nnc12 was read as Tb PYK inh 3%[15.4 µM] and Sm TGR block -3%.
Cc1c(CC(=O)N2CCCCC2)c(=O)oc2cc3occ(C(C)(C)C)c3cc12 was read as Tb PYK inh -3% and Sm TGR block -1%.
`CC(C)(C)OC(=O)N1CCC(c2c(C(=O)Nc3ccc4c(c3)OCCO4)cnn2-c2ccc(F)cc2)CC1` gave Tb PYK inh -8% and Sm TGR block 4%.
`CCOc1ccc(CCNC(=O)c2nn(C)c3c2CSc2ccccc2-3)cc1` gave Tb PYK inh 4% and Sm TGR block 8%.
`CS(=O)(=O)N1CCc2cc(C(=O)NCc3ccccc3)ccc21` gave Tb PYK inh -1% and Sm TGR block 6%.

Reprinted at random: 3 records from the list.
COc1ccc(C)cc1NC(=O)Cn1c(=O)cc(C)c2c(C)nn(C)c21 was read as Tb PYK inh -3% and Sm TGR block 4%.
Screening O=C(NC1CCCC1)c1c[nH]c2ccc(S(=O)(=O)Nc3cccc(C(F)(F)F)c3)cc2c1=O returned Tb PYK inh 5% and Sm TGR block 0%.
For O=C(NCCc1ccc(Cl)cc1)c1cc(-c2ccc(Cl)cc2)n[nH]1 the results were Tb PYK inh -12% and Sm TGR block 0%.

Later entries.
`CCc1cc2c(cc3c(=O)n(CC(=O)NCCOC)nc(CC)n32)s1` gave Tb PYK inh -5% and Sm TGR block 10%.
For CCN(c1ccccc1)S(=O)(=O)c1nnc(NC(=O)C(C)Oc2ccccc2)s1 (stereo unspecified) the results were Tb PYK inh 0% and Sm TGR block 4%.
`O=C(CN1C(=O)COc2ccc(S(=O)(=O)NC3CCCC3)cc21)Nc1ccc(Cl)cc1F` gave Tb PYK inh -7% and Sm TGR block -5%.
`COc1ccc(F)cc1S(=O)(=O)Nc1cccc(-c2ccc(N3CCC(C)CC3)nn2)c1` gave Tb PYK inh -3% and Sm TGR block -5%.
O=C(NCCc1ccccc1)c1ccc(Cn2c(SCc3ccc(F)cc3)nc3cccnc32)cc1 was read as Tb PYK inh 1% and Sm TGR block 2%.
Cc1cc(C)c(S(=O)(=O)N2CCC(N3CCN(Cc4ccc(F)cc4)C(=O)C3=O)CC2)c(C)c1 was read as Tb PYK inh 1% and Sm TGR block 4%.
CC(=O)N1CCCc2cc(S(=O)(=O)N3CCN(c4ccccc4F)CC3)ccc21 was read as Tb PYK inh -3% and Sm TGR block 12%.
Cc1ccc(C)c(S(=O)(=O)c2nnn3c2nc(N2CCOCC2)c2sccc23)c1 was read as Tb PYK inh 0% and Sm TGR block 6%.
COc1ccc(-c2nc(CNC(=O)Nc3ccccc3)c(C)o2)cc1 was read as Tb PYK inh 4% and Sm TGR block 5%.
Screening Cc1cccc(-c2nc(SCc3ccc(Br)cc3)n3[nH]c(=O)cc3n2)c1 returned Tb PYK inh 1% and Sm TGR block 4%.
`COc1ccc(NC(=O)CN2C(=O)C(c3ccc(C)cc3)=NC23CCCCCC3)cc1Cl` gave Tb PYK inh 3% and Sm TGR block 9%.
For Brc1ccc2nc(SCCOc3ccccc3)[nH]c2c1 the results were Tb PYK inh 1% and Sm TGR block -1%.
Screening COc1ccc(C2=NN(C(C)=O)C(c3cn(-c4ccccc4)nc3-c3cccs3)C2)cc1 (stereo unspecified) returned Tb PYK inh -4% and Sm TGR block 2%.
`COc1cc(CN(CC2CCCO2)C(=O)c2ccc(F)cc2)cc(OC)c1OC` (stereo unspecified) gave Tb PYK inh -2% and Sm TGR block 1%.
For CCc1ccc(NC(=O)CN2C(=O)CCSc3ccc(S(=O)(=O)N4CCCC4)cc32)cc1 the results were Tb PYK inh 6% and Sm TGR block -1%.
For COc1ccc(C2C(C(N)=O)=C(C)Nc3nc(CCCO)nn32)c(OC)c1 (stereo unspecified) the results were Tb PYK inh 0% and Sm TGR block -3%.
`COC(=O)CN1C(=O)CSc2ccc(S(=O)(=O)Nc3ccccc3)cc21` gave Tb PYK inh -1% and Sm TGR block 1%.
For CC1CCCCN1c1nnc(NC(=O)Nc2ccccc2F)s1 (stereo unspecified) the results were Tb PYK inh -1% and Sm TGR block 0%.
`Cc1ccc(C)c(CN2C(=O)c3ccccc3S(=O)c3ccc(C(=O)NCc4ccco4)cc32)c1` (stereo unspecified) gave Tb PYK inh -4% and Sm TGR block -3%.
O=C1CC(c2nnc(Cc3cccc(Cl)c3)o2)CN1c1ccccc1 (stereo unspecified) was read as Tb PYK inh -8% and Sm TGR block -12%.
Screening CCOc1ccc(C(=O)c2cn(Cc3ccc(Cl)cc3)c3cc(OC)c(OC)cc3c2=O)cc1 returned Tb PYK inh -5% and Sm TGR block 8%.
`Cc1cc(S(=O)(=O)N2CCN(Cc3noc(CCC(=O)N4CCCCC4)n3)CC2)ccc1F` gave Tb PYK inh 1% and Sm TGR block -16%.
COc1cccc(CN2C(=O)C3(SCC(=O)N3c3cc(C)cc(C)c3)c3ccccc32)c1 (stereo unspecified) was read as Tb PYK inh 4% and Sm TGR block 2%.
Screening Cc1ccc(NS(=O)(=O)c2ccc3c(c2)[C@H]2C=CC[C@H]2[C@@H](c2ccc(F)cc2)N3)cc1C returned Tb PYK inh -6% and Sm TGR block inconclusive.
CC(=O)OCC#CCSc1nnc(-c2cccc(Br)c2)o1 was read as Tb PYK inh -8% and Sm TGR block 3%.
Screening COc1cccc(C2NC(=O)c3n[nH]c(-c4cccs4)c32)c1 (stereo unspecified) returned Tb PYK inh 4% and Sm TGR block 2%.
`COc1ccc(CNC(=O)CN2C(=O)CSc3ccc(S(=O)(=O)N4CCC(C)CC4)cc32)cc1` gave Tb PYK inh -4% and Sm TGR block 4%.
Screening COc1ccccc1Nc1nn2c(=O)c3ccc(C(=O)NCCC4=CCCCC4)cc3nc2s1 returned Tb PYK inh -2% and Sm TGR block 4%.
For CCCCNC(=O)CC1N=C2c3ccccc3N=C(SCC(=O)NCc3ccccc3Cl)N2C1=O (stereo unspecified) the results were Tb PYK inh 2% and Sm TGR block 5%.
CCCCNC(=O)c1ccc2c(c1)NC(=O)C(CS(=O)(=O)Cc1cccc(C)c1)N2 (stereo unspecified) was read as Tb PYK inh -5% and Sm TGR block -1%.
For CCN(CC)c1nc2ccccc2nc1C(=O)Nc1ccc(C(C)=O)cc1 the results were Tb PYK inh -2% and Sm TGR block -7%.
COc1cn(CC(=O)Nc2cccc(C)c2)c(CN2CCCCC2)cc1=O was read as Tb PYK inh -1% and Sm TGR block 7%.
For Cc1ccc2c(=O)c(C(=O)c3cccc(Cl)c3)cn(CC(=O)Nc3ccc4c(c3)OCCO4)c2n1 the results were Tb PYK inh 2% and Sm TGR block 3%.
Cc1cccc(OCc2cc(=O)n3c4c(sc3n2)CCCC4)c1C was read as Tb PYK inh 0% and Sm TGR block 0%.
COc1ccc(OC)c(CNC(=O)c2cc3c(-c4ccc(OC)c(OC)c4)nn(C)c3s2)c1 was read as Tb PYK inh 0% and Sm TGR block 0%.
For Cc1ccc(-c2cc(C(=O)NCc3ccccc3)c3c(-c4ccc(C)cc4)[nH]nc3n2)cc1 the results were Tb PYK inh 1% and Sm TGR block 7%.
For CC(=O)Nc1ccc(NC(=O)C2CCN(c3c(NC(C)=O)c(C)nn3-c3ccccc3)CC2)cc1 the results were Tb PYK inh -3% and Sm TGR block 4%.
For C=Cc1ccc(Cn2c(=O)n(-c3ccc(C)cc3)c(=O)c3c2c2cc(OC)ccc2n3C)cc1 the results were Tb PYK inh 0% and Sm TGR block 4%.
`Cc1ccc(C(=O)N2CCC(C)CC2)cc1NC(=O)c1nsc2ccccc12` gave Tb PYK inh -2% and Sm TGR block 9%.
For COc1ccccc1OCCn1c(NC(=O)c2ccc(Cl)cc2)nc2ccccc21 the results were Tb PYK inh 4% and Sm TGR block -7%.
`CCc1ccc(S(=O)(=O)NCCc2csc3nc(-c4ccccc4)nn23)s1` gave Tb PYK inh 1% and Sm TGR block 5%.
CCCNC(=O)CN1C(=O)CSc2ccc(S(=O)(=O)N3CCC(C)CC3)cc21 was read as Tb PYK inh -9% and Sm TGR block 4%.
For CC1=C(C(=O)Nc2ccc(Cl)cc2)C(C(C)C)n2nc(SCc3ccc(Cl)cc3)nc2N1 (stereo unspecified) the results were Tb PYK inh 1% and Sm TGR block 1%.
`COc1cccc(CNCc2cccn2-c2nnc(N3CCN(c4ccccc4)CC3)s2)c1` gave Tb PYK inh -1% and Sm TGR block -3%.
